FEN1 inhibitor: inhibitors of human flap endonuclease 1 | P39748 | Recombinant FEN1 flap cleavage, fluorescence, 15 min | Potency, µM (top dose mostly 114 µM), without a hit: at the top dose activity change, negative = inhibition, most hits filed as inhibitors | 390,000 tested, 0.35% active; note: nearly all actives have a fitted effect of over 65% in size
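Enzyme 10 nM, 15 min RT preincubation with compound; start with substrate 50 nM final; reads at 0 and 15 min; qHTS titration, four-parameter Hill fit.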
KAT2A inh: inhibitors of human GCN5L2 histone acetyltransferase. Potency, µM (top dose mostly 58.9 µM), inactives show at the highest dose activity change, negative = inhibition, most hits filed as inhibitors. 390,000 tested, 0.21% active. GCN5L2 HAT assay, ThioGlo1 CoA-SH fluorescence. AID 504327. Q92830
Target sequence (Q92830 whole entry, looked up): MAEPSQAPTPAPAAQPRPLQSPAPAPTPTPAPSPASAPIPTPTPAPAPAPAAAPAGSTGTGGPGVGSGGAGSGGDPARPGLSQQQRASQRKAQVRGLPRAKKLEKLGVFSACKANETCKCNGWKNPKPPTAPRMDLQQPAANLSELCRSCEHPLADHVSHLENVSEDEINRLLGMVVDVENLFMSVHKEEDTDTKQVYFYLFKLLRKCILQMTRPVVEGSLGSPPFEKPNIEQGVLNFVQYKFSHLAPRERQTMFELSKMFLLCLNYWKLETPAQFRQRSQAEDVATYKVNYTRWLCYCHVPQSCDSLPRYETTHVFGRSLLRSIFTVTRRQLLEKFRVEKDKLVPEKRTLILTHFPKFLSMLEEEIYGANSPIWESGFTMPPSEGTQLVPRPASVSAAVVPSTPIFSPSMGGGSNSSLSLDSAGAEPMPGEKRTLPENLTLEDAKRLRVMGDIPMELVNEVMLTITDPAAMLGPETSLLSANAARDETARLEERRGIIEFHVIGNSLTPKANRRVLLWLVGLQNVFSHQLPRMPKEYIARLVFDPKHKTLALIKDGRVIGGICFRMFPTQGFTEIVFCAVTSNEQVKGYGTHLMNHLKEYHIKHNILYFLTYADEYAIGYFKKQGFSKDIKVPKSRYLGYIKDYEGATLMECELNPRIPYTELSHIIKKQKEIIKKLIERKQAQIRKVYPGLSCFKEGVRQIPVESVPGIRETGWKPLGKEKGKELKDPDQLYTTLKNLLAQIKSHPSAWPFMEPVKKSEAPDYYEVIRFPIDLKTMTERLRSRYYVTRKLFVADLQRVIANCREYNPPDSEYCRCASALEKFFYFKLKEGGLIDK
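Preincubate 20nM GCN5L2 with compound 15 min, RT → add 50uM ThioGlo1 + 75uM H3(1-25) + 70uM acetyl-CoA → read fluorescence 0 and 20 min. Primary qHTS; fluorescent artifacts likely.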
N370S GC: inhibitors or activators of N370S glucocerebrosidase for Gaucher disease | N370S GC spleen homogenate, 4MU-glucoside fluorescence | Potency, µM (highest dose often 59.4 µM), inactives show at the highest dose activity change, negative = inhibition, most hits filed as inhibitors | 330,000 tested, 0.092% active | AID 2101;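 note: 0% = full enzyme activity and -100% = no enzyme basal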
* = called active by the depositor; u = inconclusive; x = not tested or not shown; & = joins results of further samples; [ ] = another dose, or the depositor's remark. Calls come from the whole dose curve; as a rule, active = well fitted curve in the direction sought with a large enough effect; inconclusive = small, poorly fitted or top-dose-only effect, or another doubt; inactive = no such curve, though single readings can be large; an effect the other way counts as inactive or inconclusive. Unless noted, % is set by controls: 0 for no effect and ±100 for the full control effect; potency is the fitted concentration of half-maximal effect. This is a random part of the collection. Share with any hit: about 0.54%.

SMILES	FEN1 inhibitor	KAT2A inh	N370S GC
COc1c(S(=O)(=O)N2CCN(C(=O)c3ccco3)CC2)ccc(Cl)c1Cl	-1%	-6%	-4%
Cc1cc(C)cc(C(=O)NCC(=O)NCCc2c[nH]c3ccccc23)c1	0%	0%	0%
CCOC(=O)C1=C(C)n2c(s/c(=C/c3cccc([N+](=O)[O-])c3)c2=O)=NC1c1ccc(O)c(OC)c1 (stereo not drawn)	u	-5%	-16%
COc1ccnc(Oc2ccccc2)c1-c1ncn[nH]1	-4%	-2%	6%
Cc1noc(/C=C/c2cccs2)c1S(=O)(=O)N1CCC(C(=O)NCc2ccc(Cl)cc2)CC1	9%	-3%	x
Cc1ccc(S(=O)(=O)N2CCC(C(=O)N[C@@H](C)C(=O)NCCc3ccccc3)CC2)cc1	-7%	-3%	-5%
COc1ccccc1C1CCN(C(=O)C2CCCCC2)CC1	38%[activator]	-29%	-8%
Cc1ccc2cc(CCNC(=O)C(=O)c3c(C)[nH]c4ccccc34)c(=O)[nH]c2c1	12%	-9%	-4%
CC(C)(C)c1cc(Cl)ccc1OCCn1ccnc1	-2%	-13%	-29%
Cc1ccc2cccc(O)c2[n+]1[O-]	-1%	-1%	-29%
Cc1cc(C)n(CC(=O)NC2CCCCC2)n1	6%	-12%	0%
COCCNCCCCOc1c(Cl)cc(C)cc1Br	-4%	10%	-3%
Cn1c(Nc2ccccc2)nc2ccccc21	-8%	-14%	-16%
O=C(N/N=C/c1cc2c(c([N+](=O)[O-])c1)OCO2)c1ccncc1	0%	-11%	-3%
CCOC(=O)c1ccccc1NS(=O)(=O)c1c(C)nc2sccn2c1=O	-5%	-18%	1%
CCC1(c2ccccc2)NC(=O)N(CC(=O)NC2CCCCCC2)C1=O (stereo not drawn)	22%	-1%	x
CCOc1cc(C(=O)CCC(=O)OCC(=O)NC(=O)NCC(C)C)ccc1O	-10%	-4%	9%
CCOC(=O)CSc1nnc(CNC(=O)c2cccc(C)c2)n1C	-7%	0%	11%
Cn1c(N)c(C(=O)CSc2nnc(C3CC3)n2-c2ccccc2)c(=O)[nH]c1=O	-5%	-10%	x
O=C(CN1CCCCC1)NC(=O)NC1CCCCC1	-10%	-8%	x
CCN(CC(=O)Nc1c(F)cccc1F)C(=O)CCSc1ccc(F)cc1	3%	-9%	0%
Cc1ccccc1OCCOC(=O)c1ccc(S(=O)(=O)N2CCCC2)cc1	-2%	-10%	x
CCOC(=O)c1ccc(Nc2nc(C(=O)OCC)nc3ccccc23)cc1	9%&-12%	-9%&17%	-3%
CCC1(c2ccccc2)NC(=O)N(CC(=O)Nc2ccc(Cl)c(S(=O)(=O)N3CCCCC3)c2)C1=O (stereo not drawn)	9%	-17%	-26%
O=C(Nc1ccc(N2CCOCC2)cc1)c1cc(-n2cnnc2)ccc1Cl	-3%	-1%	-12%
Cc1cccc(N2CCN(C(=O)CCNS(=O)(=O)c3ccc4c(c3)oc(=O)n4C)CC2C)c1 (stereo not drawn)	-18%	-3%	-12%
CN1c2ccccc2Sc2cc(N)ccc21	-14%	u	-7%
O=C(CCSc1nnc(-c2ccncc2)o1)Nc1ccccc1Cl	2%	x	0%
O=C(Nc1cccc([N+](=O)[O-])c1)c1cccc(C(=O)Nc2cccc([N+](=O)[O-])c2)c1	-20%	u	3%
CC1(C)CC(=O)C(C=NCCN2CCN(C(=O)NC34CC5CC(CC(C5)C3)C4)CC2)=C(O)C1	-1%	-1%	7%
O=C(COc1ccccc1Cl)N(Cc1cccc(F)c1)C1CCS(=O)(=O)C1 (stereo not drawn)	-5%	-8%	x
Cn1c(=O)[nH]c(=O)c2c1nc(NCCO)n2CC(O)COc1ccccc1 (stereo not drawn)	-3%	0%	x
COc1cc2cc(C)c3nnc(SCC(N)=O)n3c2cc1OC	x	-2%	-1%
COc1ccccc1C(=O)Nc1ccon1	-8%	3%	18%
Clc1c(-c2ccccc2)nc2ccccn12	9%	-2%	-15%
CCOC(=O)C1CCCN(Cc2nc(N)nc(Nc3ccc(OC)cc3)n2)C1 (stereo not drawn)	4%	-4%	0%
O=C(Nc1ccc(Br)cc1)C1CCC(=O)N1Cc1ccccc1Cl (stereo not drawn)	3%	2%	4%
Cc1nn(C)c(C)c1CN(C(=O)C1CCC(=O)N(C2CCCCCC2)C1)C(C)C (stereo not drawn)	-16%	-14%	-19%
Cc1c(/C=N\NC(=O)C2(C)CC2(Cl)Cl)cnn1C (stereo not drawn)	-3%	-1%	4%
Cc1ccc(-c2nc3nc(C)cc(Nc4ccccc4O)n3n2)cc1	-6%	2%	x
Cc1nnsc1-c1onc(C)c1C(=O)O/N=C/c1ccc(Cl)cc1	13%	2%	5%
COC(=O)c1cccc(NC(=O)COc2cccc([N+](=O)[O-])c2)c1	-1%	-14%	-8%
CCCCC(=O)Nc1ccc(S(=O)(=O)N2CCCCC2c2cccnc2)cc1 (stereo not drawn)	-1%	-2%	-9%
COc1ccc(CNC(=O)Cn2nc([N+](=O)[O-])cc2C)cc1	0%	-7%	-3%
COc1cc(/C=C(\C#N)C(=O)NCC2CCCO2)cc(OC)c1OC (stereo not drawn)	-7%	-24%	-2%
Nc1ncnc2c1ncn2CCOc1ccccc1	-4%	-8%	16%
CCCNC(=O)Cn1c(=O)oc2cc(S(=O)(=O)N3CCCC3)ccc21	-4%	4%	-14%
Cc1cccc(C)c1NC(=O)CCn1cnc2ccccc2c1=O	4%	1%	-19%
CC(C)(C)C(=O)Nc1nnc(-c2ccncc2)o1	-2%	1%	-4%
CC1CCN(C(=O)c2ncn(C)c2C(=O)N2CCC(C)CC2)CC1	-3%	-5%	x
COc1ccccc1CNC(=O)C1CCN(S(=O)(=O)c2cccc([N+](=O)[O-])c2)CC1	-4%	-1%	-26%
CCOC(=O)C1=C(CS(=O)(=O)c2ccc(F)cc2)NC(=O)NC1c1ccc(O)c(O)c1 (stereo not drawn)	3%	0%	0%
O=C(Cc1ccccc1)NC1CCN(Cc2ccccc2)CC1	5%	-10%	-5%
c1ccc(Cc2nnc3sc(-c4ccco4)nn23)cc1	u	-11%	3%
Cc1cc(C)c(C#N)c(Nc2ccccc2C)n1	-1%	-8%	1%
CCN(CC)c1nc(Nc2ccc([N+](=O)[O-])cc2)nc(N(CC)CC)n1	-27%	u	-1%
COC(=O)CSc1nc(C)c2c(n1)CCCC2	14%	-3%	1%
CCc1ccccc1NC(=O)CSc1ncc2c(n1)-c1cc(Cl)ccc1N(Cc1ccccc1)S2(=O)=O	-9%	u	x
Cc1ccc(C)n1-c1ccc(C#N)cn1	0%	2%	10%
CCC1=C(c2ccc(C)cc2)S(=O)(=O)N=C1N1CCC(C(=O)N2CCCCC2)CC1	2%	-6%	x

Compound profiles (already shown).
CN1c2ccccc2Sc2cc(N)ccc21 is listed with FEN1 inhibitor: -14%; KAT2A inh: u; N370S GC: -7%
Cc1ccc2cc(CCNC(=O)C(=O)c3c(C)[nH]c4ccccc34)c(=O)[nH]c2c1 is listed with FEN1 inhibitor: 12%; KAT2A inh: -9%; N370S GC: -4%
CC(C)(C)c1cc(Cl)ccc1OCCn1ccnc1 is listed with FEN1 inhibitor: -2%; KAT2A inh: -13%; N370S GC: -29%

(listing goes on)
SMILES	FEN1 inhibitor	KAT2A inh	N370S GC
O=C1CSC(=S)N1/N=C/c1ccc(O)c(O)c1O	2.8µM*	u	-11%
CC(=O)N1CCC(=NNc2nc3ccccc3s2)CC1	-8%	2%	1%
O=C(Nc1ccc2nc(SCC(=O)N3CCOCC3)sc2c1)c1cccc(Cl)c1	-4%	-12%	x
Cc1oc(-c2cc3c(cc2Cl)OCO3)nc1CN1CCCC1c1ccc(F)cc1 (stereo not drawn)	-17%	-5%	-6%
O=Cc1ccc(OC2OCCOC2Oc2ccc(C=O)cc2)cc1 (stereo not drawn)	8%	-1%	4%
CC1CCN(c2nc3ccccc3nc2SCC(=O)Nc2ccccc2C(C)C)CC1	-18%	-9%	x
CC(=O)Nc1ccc(S(=O)(=O)NCCC(=O)NCC2COc3ccccc3O2)cc1 (stereo not drawn)	1%	2%	-2%
COc1cc(/C=N/n2c(-c3ccccc3)n[nH]c2=S)ccc1O	4%	-8%	14µM*
COc1cc(NC(=O)c2onc(C)c2Cl)cc(OC)c1OC	30%[activator]	14%	-14%
COc1ccc(OC)c(NC(=O)Cn2cc(S(=O)(=O)c3ccccc3)c(=O)c3cc(C)ccc32)c1	2%	-8%	x
NS(=O)(=O)c1ccc(NC(=O)COc2ncnc3sccc23)cc1	11%	1%	-4%
Cc1ccc(C(C(=O)NCC2CCCO2)N(C(=O)c2snc(C(N)=O)c2N)c2ccc(F)cc2)o1 (stereo not drawn)	0%	-6%	-2%
CC/C(C)=N/Nc1ccc(S(=O)(=O)N2CCCC2)cc1[N+](=O)[O-]	-4%	-2%	-12%
COC(=O)N1CCC2(CCCN(c3ccccn3)C2)CC1	x	-11%	-1%
Cc1ccc(NC(=O)CS(=O)CC(=O)NCCCc2ccccc2)cc1Cl (stereo not drawn)	24%	-5%	-2%
Cc1ccc(-n2[nH]c(C)c(/C=N/n3c(C)nc4ccccc4c3=O)c2=O)cc1	6%	0%	3%
NCC(=O)N[C@@H](CCCN=C(N)N)C(=O)NCC(=O)N[C@@H](CC(=O)O)C(=O)N[C@@H](CO)C(=O)N1CCC[C@H]1C(=O)O	x	-7%	0%
CSc1ccccc1OCc1cc(C(=O)NCC(C)(C)N2CCOCC2)no1	10%	-3%	-6%
OC(CC#CCN1CCOCC1)(c1ccccc1)c1ccccc1	-5%	1%	3%
O=C(COc1ccc(Br)cc1)N1CCC(c2ccccc2)C1 (stereo not drawn)	1%	-4%	-3%
C[n+]1ccc(C(=O)Nc2ccccc2Cl)cc1	-8%	5%	-1%
CCOC(=O)c1nc(Nc2ccc(C(=O)OCC(C)C)cc2)c2ccccc2n1	1%	-3%	x
Cc1ccc(OCC(=O)Nc2ccccc2C(N)=O)cc1	-7%	-4%	-6%
CCC(C(=O)OC)n1cnc2c(nnn2-c2ccc(OC)cc2)c1=O (stereo not drawn)	-16%	-8%	-8%
COc1nc(Nc2ccc(C(C)C)cc2)nc(OC)n1	9%	-6%	7%
O=C(NCc1ccccc1)c1ccccc1OCC(=O)N1CCCCC1	-1%	-3%	3%
CCCCNC(=O)Oc1ccc(C(=O)N2c3ccccc3NC(=O)C2C)cc1 (stereo not drawn)	-8%	0%	u
O=C1CCC(C(=O)N2CCCCO2)CN1Cc1ccc(Cl)cc1 (stereo not drawn)	-4%	-3%	2%
O=c1c2cc(F)ccc2sn1-c1ccccc1	79µM*	1.1µM*	x
COc1ccc(C(CC(=O)NCc2ccccc2)N2Cc3ccccc3C2=O)cc1 (stereo not drawn)	3%	0%	x

Nothing new here: an excerpt of the list.
SMILES	FEN1 inhibitor	KAT2A inh	N370S GC
C[n+]1ccc(C(=O)Nc2ccccc2Cl)cc1	-8%	5%	-1%
CCOC(=O)c1nc(Nc2ccc(C(=O)OCC(C)C)cc2)c2ccccc2n1	1%	-3%	x
Cc1ccc(OCC(=O)Nc2ccccc2C(N)=O)cc1	-7%	-4%	-6%
CCC(C(=O)OC)n1cnc2c(nnn2-c2ccc(OC)cc2)c1=O (stereo not drawn)	-16%	-8%	-8%
COc1nc(Nc2ccc(C(C)C)cc2)nc(OC)n1	9%	-6%	7%
O=C(NCc1ccccc1)c1ccccc1OCC(=O)N1CCCCC1	-1%	-3%	3%

Other results.
SMILES	FEN1 inhibitor	KAT2A inh	N370S GC
Cc1c(C#N)sc(C(N)=O)c1C	16%	-4%	-10%
CCc1cc(=O)oc2cc(OCC(=O)N3CC[C@@]4(O)CCCC[C@H]4C3)ccc12	19%	2%	2%
COc1cccc(Oc2ccc(C(F)(F)F)cc2N)c1	-8%	-2%	3%
Cc1oc(C)c(C(=O)Nc2ccc(CC(=O)O)cc2)c1C(=O)Nc1ccc(CC(=O)O)cc1	3%	-4%	5%
COc1ccc(-n2nc3ccc(NC(=O)COc4ccc(C)c(C)c4)cc3n2)cc1	-1%	-1%	x
Cc1ccc(C)c(S(=O)(=O)N=Nc2c(O)[nH]c3ccccc23)c1	-13%	-1%	10%
Clc1ccc(-c2nnc(NC3=NCCCCC3)o2)cc1	0%	-2%	13%
Cc1noc(NS(=O)(=O)c2ccc(NC(=O)CSc3nc4c(cc3C#N)CCC4)cc2)c1C	-3%	0%	-5%
CN1C(=O)CC(P(=O)(c2ccccc2)c2ccccc2)N(C)C1=O (stereo not drawn)	6%	5%	-2%
O=C(Nc1nc2ccccc2n1CCOc1ccc(Cl)cc1)c1ccco1	0%	-5%	25%
Cc1ccc(C(=O)NC2CCN(CCCC(=O)c3ccc(F)cc3)CC2)cc1	5%	2%	0%

Source: PubChem
